# Assay outcomes from PubChem.
# USP2a inh = USP2a (human) protease inhibition. USP2a enzymatic assay, qHTS inhibition. actives 0.1% (n = 60,000). AID 927. O75604. Potency, µM (top dose mostly 38.3 µM), inactives show at the top dose activity change, negative = inhibition, hits mostly inhibitors;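 note: potency is the fitted concentration of half-maximal effect; nearly all actives have a fitted effect of over 60% in size; plate controls were DMSO for no effect and NEM full inhibition control for full effect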
# Target sequence (O75604 whole entry, looked up): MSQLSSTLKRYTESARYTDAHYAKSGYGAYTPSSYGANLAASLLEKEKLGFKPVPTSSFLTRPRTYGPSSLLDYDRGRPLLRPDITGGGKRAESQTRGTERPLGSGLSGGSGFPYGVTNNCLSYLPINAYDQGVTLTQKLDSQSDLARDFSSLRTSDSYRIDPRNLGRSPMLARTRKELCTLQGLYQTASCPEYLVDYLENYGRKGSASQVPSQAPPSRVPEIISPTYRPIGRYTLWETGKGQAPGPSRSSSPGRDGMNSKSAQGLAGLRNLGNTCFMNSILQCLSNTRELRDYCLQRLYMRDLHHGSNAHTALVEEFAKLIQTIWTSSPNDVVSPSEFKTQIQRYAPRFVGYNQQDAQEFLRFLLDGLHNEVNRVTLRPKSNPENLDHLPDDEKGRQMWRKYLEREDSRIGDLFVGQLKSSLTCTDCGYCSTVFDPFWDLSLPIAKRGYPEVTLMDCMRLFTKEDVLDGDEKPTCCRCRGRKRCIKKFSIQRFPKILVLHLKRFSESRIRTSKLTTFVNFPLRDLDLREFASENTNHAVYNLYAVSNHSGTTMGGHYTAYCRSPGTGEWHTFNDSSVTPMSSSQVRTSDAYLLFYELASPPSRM
#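 USP2 core (20nM final) preincubated 30 min RT with compound, then Ub-PLA2 20nM and NBD C6-HPC 20uM final added; buffer 20mM Tris-HCl pH 8.0, 2mM CaCl2. Fluorescence Ex 460/Em 535 read at 0 and 2.5 h; normalized to NEM.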
# BRCT inh green = blocks human BRCA1 BRCT binding to phosphopeptide, green readout. P38398. BRCA1 BRCT-phosphopeptide binding, green fluorescence polarization. Potency, µM (doses to about 76.9 µM), for inactives: at the highest dose activity change, negative = inhibition, actives largely listed as inhibitors. actives 0.05% (n = 75,000). AID 875;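 note: potency is the fitted concentration of half-maximal effect; plate controls were peptide without protein for full effect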
#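 Fluorescence polarization: His-tagged BRCT (~35 kDa BRCA1 C-terminus, 250 nM) bound to 100 nM fluorescein-labeled phosphorylated 10-aa BACH1 peptide, pH 7.3 phosphate buffer with DTT and Tween 20. Compounds incubated 12 min at room temperature; inhibition read as lowered polarization.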
# BRCT PPI red = inhibitors of human BRCA1 BRCT-phosphoprotein interaction (red fluorophore); P38398; BRCT-phosphopeptide binding, red fluorescence polarization; Potency, µM (highest dose often 76.9 µM), for inactives: at the highest dose activity change, negative = inhibition, actives largely listed as inhibitors; actives 0.03% (n = 75,000); AID 892; note: % is set by controls: 0 for no effect and ±100 for the full control effect
#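 Rhodamine-labelled pBACH1 10-mer (100 nM) bound to BRCT domain (100 nM) at pH 7.3; compounds incubated 12 min room temperature, polarization read. Free peptide defines full inhibition; unlabelled decapeptide titrated as control.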
# DNA Pol III inh = blocks replication by bacterial DNA polymerase III holoenzyme | Potency, µM (titrated, usually from 57.1 µM), without a hit: at the top dose activity change, negative = inhibition | AID 603 | reconstituted DNA polymerase III holoenzyme replication, biochemical | actives 0.25% (n = 71,000); note: potency is the fitted concentration of half-maximal effect; % is set by controls: 0 for no effect and ±100 for the full control effect
#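 Reconstituted *E. coli* holoenzyme (0.35 nM Pol III, 1 nM beta, 154 nM SSB, 2 nM primase) was preincubated with compound for 15 min at RT. Synthesis on 1.4 nM ssM13Gori ran 35 min, then was stopped with PicoGreen/EDTA and read as dsDNA fluorescence.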
# Casp1 inh = caspase-1 (human) inhibition, allosteric or competitive; P29466; Caspase-1 enzyme, Ac-WEHD-AFC fluorogenic rate; Potency, µM (titrated, usually from 57.5 µM), for the others: at the highest dose activity change, negative = inhibition, most hits filed as inhibitors; actives 0.03% (n = 75,000);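 note: potency is the fitted concentration of half-maximal effect; plate controls were vehicle for no effect and no substrate for full effect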
# Target sequence (P29466 120-297 limits assumed): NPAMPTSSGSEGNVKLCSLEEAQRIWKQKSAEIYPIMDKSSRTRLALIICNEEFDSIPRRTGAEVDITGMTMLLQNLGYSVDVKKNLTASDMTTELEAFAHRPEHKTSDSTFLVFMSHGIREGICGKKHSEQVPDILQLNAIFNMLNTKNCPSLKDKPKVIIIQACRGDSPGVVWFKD
# Target sequence (P29466 317-404 limits assumed): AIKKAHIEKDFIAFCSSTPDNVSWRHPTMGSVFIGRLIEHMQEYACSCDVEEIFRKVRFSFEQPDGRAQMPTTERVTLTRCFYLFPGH
# HADH2 inh = HADH2 (human) dehydrogenase inhibition | recombinant HADH2, NADH fluorescence, beta-hydroxybutyryl-CoA | actives 3.4% (n = 73,000) | Q99714 | AID 886 | Potency, µM (doses to about 57.1 µM), without a hit: at the top dose activity change, negative = inhibition, actives largely listed as inhibitors; note: potency is the fitted concentration of half-maximal effect; % is set by controls: 0 for no effect and ±100 for the full control effect; nearly all actives have a fitted effect of over 60% in size; many of its hits are not listed in these tables
#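 20 nM HADH2 + cpd, 15 min RT; add 1 mM NAD+/90 uM beta-hydroxybutyryl-CoA; kinetic fluorescence 360/450 nm, 4 min. Tris-HCl pH 9.0, 0.01% Tween-20.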
# Caspase-7 inhib = caspase-7 (human) inhibition, allosteric or competitive. P55210. recombinant caspase-7, Ac-DEVD-AFC fluorescence rate. Potency, µM (top dose mostly 57.5 µM), inactives show at the highest dose activity change, negative = inhibition, most hits filed as inhibitors. actives 0.02% (n = 75,000); active = well fitted inhibition curve with a large enough effect in the main read-out, with a control signal flat, not every such curve was filed as active; inconclusive = small, poorly fitted or top-dose-only effect, or a change in a side signal; note: potency is the fitted concentration of half-maximal effect; % of control where 0% means no effect
# HEK293 cAMP ctrl = counter-screen for TSHR agonists: cAMP increase in parental HEK293; actives 2.5% (n = 73,000); Potency, µM (series often up to 57.1 µM), for inactives: at the highest dose activation, actives largely listed as activators; parental HEK293 CNG cAMP sensor, membrane potential fluorescence; note: potency is the fitted concentration of half-maximal effect; % of control where 0% means no effect; nearly all actives have a fitted effect of over 55% in size
#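 Parental HEK 293 cells stably expressing a modified CNG channel (no TSHR) report cAMP rise as membrane depolarization. Membrane potential dye with 100 uM RO 20-1724 was loaded for 60 min at room temperature, then compound added for 30 min; fluorescence read at 590 nm.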
# Rhodamine autofl = compound fluoresces in the rhodamine spectral region; Rhodamine-region fluorescence, 547/598 nm, Tris buffer; stronger effect = higher value; max dye-equivalent concentration, M; actives 0.05% (n = 59,000); AID 594; in the data active = max dye-equivalent concentration above about 11 nM; inconclusive = between about 1.1 nM and that limit
#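 A six-point rhodamine series on each plate calibrates the signal. Compounds sit in 100 mM Tris (pH 8.0) for 15 min at ambient temperature before imaging through 547 nm/598 nm filters.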
# Tau fil binding = binds recombinant human tau filaments | AID 596 | recombinant tau filaments, thioflavin S fluorescence, 15 h; filaments grown with octadecylsulfate alongside compound | P10636 | actives 2% (n = 71,000) | Potency, µM (doses to about 57.1 µM), inactives show at the top dose activity change, negative = inhibition;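 note: potency is the fitted concentration of half-maximal effect; % is set by controls: 0 for no effect and ±100 for the full control effect; actives lower thioflavin S fluorescence by blocking filaments or displacing dye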
#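 ThS-based fibril read: tau 1 uM final, inducer ODS 30 uM final, 37 C for 15 h, ex 450/em 510 nm.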
# ALOX15 inhib = 15-hLO (ALOX15) enzyme inhibition; P16050; purified 15hLO-1, xylenol orange hydroperoxide absorbance; Potency, µM (top dose mostly 57.1 µM), for inactives: at the highest dose activity change, negative = inhibition, usual class: inhibitors; actives 1.4% (n = 74,000); note: potency is the fitted concentration of half-maximal effect; % is set by controls: 0 for no effect and ±100 for the full control effect; nearly all actives have a fitted effect of over 55% in size
#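 Readout: Fe(III)-xylenol orange absorbance, 573-to-405 nm ratio as reaction progress. Enzyme 40 nM purified human 15hLO-1, substrate 50 uM arachidonic acid, 6 min RT after 15 min compound preincubation; Hepes pH 7.5 buffer with Triton X-100.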
# An asterisk follows results filed as active; i = inactive; ? = inconclusive; . = no result given; [ ] = remark or other dose. Unless noted, calls come from the whole dose curve; as a rule, active = well fitted curve in the direction sought with a large enough effect; inconclusive = small, poorly fitted or top-dose-only effect, or another doubt; inactive = no such curve, though single readings can be large; an effect the other way counts as inactive or inconclusive. The list is partial. The share of hits here may be higher or lower than overall.
compound,DNA Pol III inh,BRCT PPI red,HEK293 cAMP ctrl,Tau fil binding,Rhodamine autofl,BRCT inh green,USP2a inh,Casp1 inh,HADH2 inh,Caspase-7 inhib,ALOX15 inhib
O=C1CCC(=O)N1CC(=O)N1c2ccccc2Sc2ccccc21,2%,0.0%,-3%,2%,.,-2.1%,-8%,-4%,-3%,-7%,0%
Cc1c(N(C)C(=O)C23CC4CC(CC(C4)C2)C3)c(=O)n(-c2ccccc2)n1C,-1%,-1.5%,12%,3%,i,-2.5%,3%,0%,3%,2%,12%
Cc1sc2ncn(CC(=O)N(CC(=O)NC3CCCC3)Cc3cccs3)c(=O)c2c1C,-14%,-2.1%,0%,134%,i,2.4%,158%[activator],-4%,15%,-2%,-5%
CCc1nc2oc3ccccc3c(=O)c2c(=O)n1Cc1ccc(OC)cc1,7%,-2.5%,13%,-12%,i,-0.1%,27%,1%,0%,-1%,-6%
Cc1n[nH]c(C)c1S(=O)(=O)Nc1ccc2c(c1)OCCO2,-3%,-0.3%,-1%,-6%,i,0.4%,3%,-5%,5%,0%,1%
CC(Nc1ccc(Br)cn1)c1cc(Cl)ccc1O (stereo not drawn),-11%,-1.8%,-4%,-28%,i,0.2%,-4%,-3%,-21%,-3%,?
NCCc1nc(-c2nc(C(=O)O)cs2)cs1,-3%[11.4 µM],-1.1%[15.4 µM],-8%[11.4 µM],2%[11.4 µM],i,-1.2%[15.4 µM],.,-1%[11.5 µM],0%[11.4 µM],1%[11.5 µM],4%[11.4 µM]
Cn1c(=O)[nH]c(=O)c2[nH]c(CN3CCN(C(=O)c4ccco4)CC3)nc21,-14%,-0.2%,2%,5%,i,-2.2%,-3%,2%,-8%,-2%,7%
N#Cc1nc(COc2ccccc2)oc1N1CCN(Cc2ccccc2)CC1,1%,-0.3%,13µM*,-6%,i,0.0%,-4%,-1%,1%,-4%,-12%
COc1cccc2sc(Nc3nnc(-c4cccs4)o3)nc12,6%,0.3%,-6%,52%,i,-0.9%,42%[activator],-10%,-7%,-11%,28%
CN(C)c1ccc(-c2noc(-c3ccccc3O)n2)cc1,-9%,-1.4%,-3%,-13%,i,0.4%,-3%,1%,25µM*,-4%,-1%
Cc1cccc(N2CCN(C(=O)c3ccc(NS(=O)(=O)c4c(C)noc4C)cc3)CC2)c1C,6%,-2.7%,18%,?,i,-3.7%,37%[activator],-6%,1%,-4%,-6%
CCOC(=O)C1CCN(C(c2cc3cc(C)cc(C)c3[nH]c2=O)c2nnnn2C2CCCCC2)CC1 (stereo not drawn),-5%,-0.7%,14%,0%,i,5.5%,1%,2%,20%,0%,-21%
Cc1ccc(NC(=O)CSc2nnc([C@@H]3CCCN3C(=O)OC(C)(C)C)o2)c(C)c1,-2%,-0.2%,5%,-18%,i,-4.1%,5%,0%,0%,-1%,-8%
COc1ccc(OC)c(NC(=O)CSc2nnnn2-c2ccc3c(c2)OCO3)c1,0%,0.8%,?,48%,i,0.7%,-4%,-3%,11%,0%,-6%
C=CCN1C(=O)CSc2ccc(C(=O)NCc3ccco3)cc21,8%,-0.7%,20%,0%,i,0.9%,5%,-1%,-10%,0%,-2%
Cc1ccc(OCCC(=O)Nc2c(C)n(C)n(-c3ccccc3)c2=O)cc1,-2%,-0.9%,9%,0%,i,-1.4%,2%,-1%,16%,0%,2%
Cc1csc2ncc(C(=O)Nc3ccccc3F)c(=O)n12,1%,1.1%,3%,80%,.,-1.1%,.,-10%,2%,-4%,-10%
COc1cccc(NC(=O)C2CCCN2C(=O)OCc2ccccc2)c1 (stereo not drawn),-7%,0.8%,11%,-7%,i,-0.3%,-8%,1%,9%,1%,5%
CC12C(=O)N(Cc3ccccc3)C(=O)C1C1C=CC2C1 (stereo not drawn),-6%,0.5%,5%,-5%,i,0.9%,4%,-1%,0%,1%,0%
Cc1cc2nc3c(nc2cc1C)C1(C(=O)O)CCC3(C)C1(C)C (stereo not drawn),-2%,-0.2%,0%,-14%,i,0.0%,11%,0%,-4%,-1%,2%
O=C(CCNS(=O)(=O)c1ccc(Cl)cc1)N1CCC2(O)CCCCC2C1 (stereo not drawn),0%,0.3%,9%,-2%,i,-1.7%,2%,1%,?,0%,4%
CN(C)Cc1cc(CCNC(=O)c2ccc(Cl)cc2)ccc1O,-3%,0.8%,4%,6%,i,-0.7%,-4%,-1%,-10%,0%,7%
CCN(CC)S(=O)(=O)c1ccc2[nH]cc(C(=O)NCCN3CCCCC3C)c(=O)c2c1 (stereo not drawn),-2%,-1.0%,12%,8%,i,1.3%,18%,-2%,?,-1%,7%

# For reference, some entries already given:
compound,DNA Pol III inh,BRCT PPI red,HEK293 cAMP ctrl,Tau fil binding,Rhodamine autofl,BRCT inh green,USP2a inh,Casp1 inh,HADH2 inh,Caspase-7 inhib,ALOX15 inhib
CN(C)Cc1cc(CCNC(=O)c2ccc(Cl)cc2)ccc1O,-3%,0.8%,4%,6%,i,-0.7%,-4%,-1%,-10%,0%,7%
CCN(CC)S(=O)(=O)c1ccc2[nH]cc(C(=O)NCCN3CCCCC3C)c(=O)c2c1 (stereo not drawn),-2%,-1.0%,12%,8%,i,1.3%,18%,-2%,?,-1%,7%

# (listing goes on)
compound,DNA Pol III inh,BRCT PPI red,HEK293 cAMP ctrl,Tau fil binding,Rhodamine autofl,BRCT inh green,USP2a inh,Casp1 inh,HADH2 inh,Caspase-7 inhib,ALOX15 inhib
O=C(CCN1CCN(c2ccccc2)CC1)Nc1nccs1,-3%,0.5%,?,1%,i,0.1%,3%,-4%,4%,2%,-4%
Cc1cc(C)n(C(=O)c2ccc(S(=O)(=O)NCC3CCCO3)cc2)n1 (stereo not drawn),-1%,0.1%,-4%,-1%,i,0.0%,1%,0%,-10%,1%,12%
CC(=O)c1c(C(C)=O)c(C)n(CCCCn2c(C)c(C(C)=O)c(C(C)=O)c2C)c1C,1%,-1.0%,10%,-6%,i,-0.1%,4%,0%,4%,-1%,1%
COC(=O)CSc1nnc2n(C3CCCCC3)c(=O)c3c4c(sc3n12)CCCC4,9%,-1.2%,10%,30%,.,2.4%,.,-3%,12%,-6%,-10%
CCn1c(COc2cccc(OC)c2)nnc1SCC(=O)Nc1cc(OC)ccc1OC,-4%,-3.7%,?,10%,i,-3.4%,-4%,-12%,-8%,-22%,16%
COC(=O)NCC1(C)CC(NC(=O)OC)CC(C)(C)C1 (stereo not drawn),-2%,-2.0%,7%,4%,i,-0.1%,-2%,1%,16%,0%,6%
O=C(c1cnccn1)N1CCC2(CCCN(Cc3ccncc3)C2)CC1,-9%,-4.0%,-13%,57%,i,2.3%,6%,-3%,4%,1%,3%
COc1cc(C2C(C(C)=O)=C(O)C(=O)N2CCc2ccc(OC)c(OC)c2)ccc1O (stereo not drawn),-4%,-1.3%,0%,6%,i,-7.5%,-4%,2%,-12%,0%,25%
O=C(Nc1nn[nH]n1)c1cccc(Oc2ccccc2)c1,0%,-3.7%,3%,-15%,i,-1.8%,-6%,-2%,-12%,0%,21%
CC(C)CO/N=C1/[C@H]2O[C@@H]2[C@@H](O)[C@H]2[C@H]1CCn1c(=O)n(C)c(=O)n12,.,0.8%[15.4 µM],1%[11.4 µM],.,.,1.1%[15.4 µM],.,-1%[11.5 µM],-6%[11.4 µM],1%[11.5 µM],10%[11.4 µM]
Cc1cc(C)n(-c2cccc3cccnc23)n1,-4%,-1.1%,1%,12%,i,0.6%,-4%,1%,5%,-2%,3%
COc1ccc(-c2nnc(SCC(=O)N3CCCCC3)o2)cc1OC,-8%,-0.6%,5%,12%,.,0.6%,.,-3%,-6%,0%,10%
Brc1ccc(C2Nc3cccc4cccc(c34)N2)o1,-10%,1.2%,-4%,10µM*,.,-1.2%,?,-8%,?,-14%,10µM*
Brc1c(CSc2nnc(-c3ccco3)o2)nc2ccccn12,-1%,-1.9%,17%,3%,i,5.4%,-13%,2%,21%,.,-9%
CCOCCN1CCN(c2c3c(nc4cc(-c5ccc(F)cc5)nn24)CCC3)CC1,-4%,0.0%,-2%,22%,i,-0.7%,10%,0%,1%,-1%,7%
Cn1cccc1C(=O)N1CCC2(CCCN(c3ccccc3)C2)CC1,-5%,1.8%,?,-11%,i,20%,129%[activator],-1%,3%,-1%,-16%
O=C1CCCc2c1cc(C(=O)NCCCN1CCOCC1)c(=O)n2-c1ccc(Cl)cc1,3%,-0.2%,13%,8%,.,0.1%,.,0%,-11%,1%,-3%
Clc1ccc(SCCCCn2ccnc2)cc1,-1%,0.1%,29%,-5%,.,3.7%,0%,0%,2%,-2%,15%
